# HIF act = HIF pathway transcriptional activation. U2OS HRE-luciferase reporter, luminescence; normalized: DMSO 0%, desferrioxamine 100%. activation, % at 7.5 µM (by protocol). 0.32% of 300,000 active. AID 1910;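 active = mean activation of at least 10% of the iron chelator positive control signal, with at least half of replicates also reaching 10%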
# TRPC4 inh = inhibitors of mouse TRPC4 channel | Q9QUQ5 | HEK293 TRPC4beta/mu-opioid, DAMGO-evoked Fluo4 calcium flux; hits give low values | B-score at 10 µM | 0.39% of 300,000 active;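 active = B-score over 3 SD under the library average, no early fluorescence shift, positive overall ratio signal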
#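 Assay system – HEK293 line stably carrying TRPC4beta and mu-opioid receptor · Doses – single dose · Detection – Fluo4 calcium-dye fluorescence, kinetic read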
# SKKanGAS inh = blocks kanamycin growth of S. pyogenes SKKanGAS strain; inhibition, % at 7.5 µM; BacTiter-Glo, 6 h; 1.3% of 300,000 active;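 active = mean replicate score, as percent of positive control median, at least 50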;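 also: strain carries kanamycin resistance gene driven by streptokinase promoter and grows in 40 µg/ml kanamycin; loss of luminescence reflects streptokinase promoter inhibition or plain growth inhibition; 0% = median of DMSO wells and 100% = positive control at its reference dose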
# RGS4 pot = RGS4 potentiation or activation | HEK293 M3R/inducible RGS4, carbachol calcium flux Fluo4; hits give low values | B-score at 10 µM | 0.92% of 310,000 active | AID 463111;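 active = B-score of the integrated calcium signal more than 4 SD below the library mean, with starting fluorescence not abnormally high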;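 also: negative B-score means reduced calcium response which marks RGS4 activation or potentiation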
#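 Also added: carbachol at ECmax as muscarinic agonist stimulus; Assay system: HEK293 cells with stable M3R and inducible RGS4; Timing: overnight RGS4 induction, 30 min dye load 37 °C, 20 min compound RT; Measured by: Fluo4-AM (2 µM) calcium-flux fluorescence, kinetic read.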
# MrgX1 PAM = human MrgX1 positive allosteric modulation, primary screen; MrgX1-HEK293, Fluo-4 calcium flux, FDSS; hits give high values; B-score at 10 µM; 0.63% of 310,000 active;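 active = plate-corrected calcium response at least 3 library SD above typical, normal starting fluorescence, not activating the receptor alone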;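 also: compound read alongside a low EC10 to EC30 dose of BAM8-22 agonist; peak minus trough fluorescence over baseline measured at the second addition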
# Target sequence (Q96LB2 whole entry, looked up): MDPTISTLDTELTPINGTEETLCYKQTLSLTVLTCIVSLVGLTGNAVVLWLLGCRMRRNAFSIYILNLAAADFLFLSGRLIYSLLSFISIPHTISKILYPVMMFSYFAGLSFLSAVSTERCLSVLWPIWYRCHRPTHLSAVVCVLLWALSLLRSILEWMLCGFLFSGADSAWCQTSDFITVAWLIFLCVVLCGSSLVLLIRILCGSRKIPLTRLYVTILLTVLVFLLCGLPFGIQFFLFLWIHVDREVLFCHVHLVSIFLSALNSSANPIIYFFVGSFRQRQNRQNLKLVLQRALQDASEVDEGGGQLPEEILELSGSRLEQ
# TRPC6 inhibitor = mouse TRPC6 channel inhibition. Q61143. HEK293-TRPC6, membrane potential dye, ACh-evoked depolarization; hits give low values. B-score at 10 µM. 1.1% of 310,000 active. AID 2553;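 active = B-score under library mean minus 3 SD, initial fluorescence not abnormally high, positive integrated signal ratio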;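 also: B-score derived from integrated fluorescence ratio over the kinetic read; more negative B-score means stronger inhibition of depolarization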
# Platelet DG rel = platelet dense granule release activity; human platelet-rich plasma, SFLLRN dense granule ATP release, luminescence; inhibition, %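 (compounds screened at 7.5 µM in platelet-rich plasma)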; 0.22% of 300,000 active;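 active = mean replicate score, as percent of positive control, at or above 50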
# RGS4 block = inhibitors of human RGS4; P49798; HEK293 M3R/RGS4 inducible, Fluo-4 calcium flux; hits give high values; triggered by carbachol at its EC20; B-score at 10 µM; 0.45% of 310,000 active; AID 463165;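 active = B-score, a plate-corrected calcium signal, over three deviations above library mean, with baseline fluorescence within five deviations of library mean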;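 also: RGS4 expression induced by doxycycline in cells with stable M3 receptor; B-score is computed from the integrated fluorescence ratio over baseline after carbachol; higher B-score means a larger calcium signal and so more RGS4 inhibition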
# Target sequence (P49798 whole entry, looked up): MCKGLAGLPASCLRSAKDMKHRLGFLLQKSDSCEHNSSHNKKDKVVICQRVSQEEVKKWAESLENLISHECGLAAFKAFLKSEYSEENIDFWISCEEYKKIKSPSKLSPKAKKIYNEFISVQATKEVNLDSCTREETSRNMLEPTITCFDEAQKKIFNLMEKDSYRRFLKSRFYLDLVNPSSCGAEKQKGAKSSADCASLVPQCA
# TRPC6 activator = mouse TRPC6 channel activation; HEK293-TRPC6 membrane potential dye fluorescence; hits give high values; B-score at 10 µM; 0.13% of 310,000 active; AID 2550;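 active = B-score of the integrated fluorescence ratio above library mean plus 3 SD, and starting fluorescence ratio within library mean plus 5 SD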;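 also: higher score means more depolarization so channel activation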
# MrgX1 ag = human MrgX1 receptor agonism, primary screen; Q96LB2; MrgX1-HEK293 cells, Fluo-4 calcium fluorescence, agonist mode; hits give high values; B-score at 10 µM; 0.44% of 310,000 active;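 active = calcium response B-score plate-corrected fluorescence ratio at least 3 library SD, with starting fluorescence B-score inside 5 SD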
#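 Test system: HEK293 cells stably expressing human MrgX1 receptor; amount: 15,000 cells per well; doses: compound delivered in addition one of three; times: overnight plating before 1 h dye loading; detection: Fluo-4 NW calcium-flux fluorescence, kinetic read; read-out basis: B-scored fluorescence response ratio; controls: positive and negative controls per plate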
# MrgX1 antag = antagonists of human MrgX1 receptor; B-score at 10 µM; MRGX1-HEK293 calcium flux, Fluo-4, BAM8-22 antagonism; hits give low values; 1.3% of 310,000 active; Q96LB2;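 active = calcium-response B-score plate-corrected more than 3 library SD below zero, starting fluorescence within 5 deviations, no agonist response on first addition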;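 also: peak minus trough fluorescence over baseline after final BAM8-22 challenge near maximal dose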
# * hit, by the source's call; i = inactive; nt = no result given.
SMILES,HIF act,TRPC4 inh,SKKanGAS inh,RGS4 pot,MrgX1 PAM,TRPC6 inhibitor,Platelet DG rel,RGS4 block,TRPC6 activator,MrgX1 ag,MrgX1 antag
O=C(Nc1cccnc1)c1c(O)c2cccc3c2n(c1=O)CC3,0.1,i,3.4,i,i,i,-1.1,i,i,i,i
O=C1c2ccccc2C(=O)N1CCCCN(C(=O)c1cccc([N+](=O)[O-])c1)c1ccc(Cl)cc1,-0.2,i,10.9,i,i,i,0.8,i,i,i,i
S=C(NC1CCCCC1)N(CCc1nc2ccccc2[nH]1)C1CCCC1,0.4,i,4.2,i,i,i,-1.0,i,i,i,i
Cc1ccc(S(=O)(=O)NCC(=O)NCc2ccncc2)cc1,-0.4,i,-5.8,i,i,i,-5.8,i,i,i,i
Cc1ccc(S(=O)(=O)N2CCCC2CO)cc1 (configuration not stated),0.1,i,-5.7,i,i,i,12.1,i,i,i,i
O=C(Cn1cc2c(n1)CCCCC2)Nc1c(F)cc(F)cc1Br,-0.7,i,-9.2,i,i,i,-4.8,i,i,i,i
COc1ccccc1OCC(=O)Nc1cc(S(=O)(=O)N2CCCCC2)ccc1N1CCCCC1,-0.2,i,3.8,i,i,i,-1.2,i,i,i,i
CCOC(=O)N1CCN(CC(=O)N2c3ccccc3Sc3ccccc32)CC1,-0.8,i,-5.2,i,i,i,-3.9,i,i,i,i
COc1ccc(C2/C=C\CN(C(=O)c3ccccc3)[C@H](Cc3ccccc3)C(=O)N2Cc2ccc(F)cc2)cc1 (some centres not stated),-0.7,i,18.0,i,i,i,-5.9,i,i,i,i
Cc1ccc(N(Cc2cc3ccccc3[nH]c2=O)C(=O)c2cccs2)cc1C,-0.2,i,-0.6,i,i,i,-1.5,i,i,i,i
COc1ccc(C(=O)NCC(=O)OCCCOC(=O)CNC(=O)c2ccc(OC)c(OC)c2)cc1OC,-0.4,i,49.7*,i,i,i,-2.6,i,i,i,i
N#CC1=C(N)Nc2nc3ccccc3n2C1c1ccc(Cl)cc1 (configuration not stated),1.2,i,4.4,i,i,i,4.9,i,i,i,i
CCCn1c(CCNc2nc(-c3ccc(OC)cc3)cs2)nc2ccccc21,-2.4,i,14.7,i,i,i,-2.3,i,i,i,i
O=C(NCCCn1ccnc1)C(=O)NC1CCCCC1,nt,i,nt,i,i,i,nt,i,i,i,i
COc1ccc(OC)c(C2C=C(C34CC5CC(CC(C5)C3)C4)NC(=S)N2)c1 (configuration not stated),-0.6,i,52.3*,i,i,i,12.2,8.81*,i,i,i
CCCCN(CC)CCNS(=O)(=O)c1ccc2c(c1)oc(=O)n2C,-0.2,i,4.7,i,i,i,-7.4,i,i,i,i
Cn1c(=O)c2c(nc(SCc3nn[nH]n3)n2Cc2ccccc2F)n(C)c1=O,-0.3,i,0.9,i,nt,i,-11.1,i,i,nt,nt
COc1ccc(CN(C2CCCC2)S(=O)(=O)c2ccc(-n3cnnn3)cc2)cc1,-0.6,i,4.6,i,i,i,-1.8,i,i,i,i
O=C(CCN1C(=O)C2C3C=CC(C3)C2C1=O)Nc1ccccc1F (configuration not stated),0.1,i,2.7,i,i,i,8.9,i,i,i,i
COc1ccc(N(C(C)C(=O)N2CCC(Cc3ccccc3)CC2)S(C)(=O)=O)cc1 (configuration not stated),-1.1,i,2.1,i,i,i,2.4,i,i,i,i
COc1cc(/C=N\NC(=O)CN2CCOCC2)ccc1OCC(=O)Nc1ccc(C)c(C)c1,0.6,i,5.7,i,i,i,32.1,i,i,i,i
O=C(Nc1cccc(-c2ccc(N3CCCCC3)nn2)c1)c1ccco1,0.9,i,6.1,i,i,i,11.5,i,i,i,i
COC(=O)CCC(=O)c1oc2ccc(Br)cc2c1N,4.2,i,1.5,i,i,i,2.2,i,i,i,i
Cn1c(=O)n(Cc2ccccc2)c2ccccc21,-0.5,i,-3.9,i,i,i,-0.9,i,i,i,i
CC(C)c1cc(C(=O)Nc2cccnc2)no1,0.6,i,-9.7,i,i,i,4.9,i,i,i,i
COc1cc(/C=C/C(=O)Nc2ccc(C(C)=O)cc2)cc(OC)c1OC,-0.1,i,-5.4,i,i,i,-4.3,i,i,i,i
COc1ccc(C(=O)NC(=S)Nc2cccc3ncccc23)cc1[N+](=O)[O-],-0.6,i,4.0,i,i,i,15.4,i,i,i,i
Cc1ccc(N(C(=O)c2ccccn2)C(C(=O)NC2CCCCC2)c2ccncc2)cc1 (configuration not stated),1.1,i,-2.2,i,i,i,-1.0,i,i,i,i
COc1ccc(NC(=O)CSc2n[nH]c(=O)n2Cc2ccccc2)cc1Cl,-0.4,i,-5.2,i,i,i,-3.6,i,i,i,i
CCOC(=O)c1c(NC(=S)Nc2cc([N+](=O)[O-])ccc2OC)sc2c1CCCCC2,2.9,i,13.8,i,i,i,7.4,i,i,i,i
CCOc1ccc(/C=N/NC(=O)C(=O)N2CCCCCC2)c2ccccc12,2.7,i,1.1,i,nt,i,-5.9,i,i,nt,nt
FC(F)(F)c1ccccc1-c1nc(-c2ccncc2)no1,0.8,i,-4.6,i,i,i,1.2,i,i,i,i
O=C(c1ccc2snnc2c1)N1CCOCC1,0.0,i,0.1,i,i,i,4.0,i,i,i,i
CC1CC(C)CN(S(=O)(=O)c2ccc(C(=O)OCC(=O)NCCN3C(=O)CSC3=O)cc2)C1 (configuration not stated),0.0,i,-4.0,i,i,i,5.8,i,i,i,i
COCCN1C(=O)C(O)=C(C(=O)c2ccco2)C1c1cccc(Oc2ccccc2)c1 (configuration not stated),0.0,i,5.5,i,i,i,-1.4,i,i,i,i
COc1ccc(-c2nn(-c3ccccc3)cc2C(=O)OCC(=O)c2ccc(C)c([N+](=O)[O-])c2)cc1,-0.2,i,-5.9,i,i,i,1.1,i,i,i,i
Cc1onc(-c2ccccc2Cl)c1C(=O)NC(=S)NCC(=O)c1ccccc1,0.7,i,-2.3,i,i,i,1.7,i,i,i,i
CCCc1cc(=O)oc2cc(OC(C)C(=O)NC3CC(C)(C)NC(C)(C)C3)ccc12 (configuration not stated),0.2,i,2.7,i,i,i,8.0,i,i,i,i
O=C(O)C1CC=CCC1C(=O)Nc1ccc(Oc2ccc(Cl)cc2)cc1 (configuration not stated),-0.1,i,2.4,i,i,i,16.3,i,i,i,i
O=C(CN1CCCC1)Nc1cc(F)ccc1F,-0.6,i,-0.8,i,i,i,-0.2,i,i,i,i

# A draw from above in order of molecular weight, rising:
SMILES,HIF act,TRPC4 inh,SKKanGAS inh,RGS4 pot,MrgX1 PAM,TRPC6 inhibitor,Platelet DG rel,RGS4 block,TRPC6 activator,MrgX1 ag,MrgX1 antag
FC(F)(F)c1ccccc1-c1nc(-c2ccncc2)no1,0.8,i,-4.6,i,i,i,1.2,i,i,i,i
COCCN1C(=O)C(O)=C(C(=O)c2ccco2)C1c1cccc(Oc2ccccc2)c1 (configuration not stated),0.0,i,5.5,i,i,i,-1.4,i,i,i,i
COc1ccc(-c2nn(-c3ccccc3)cc2C(=O)OCC(=O)c2ccc(C)c([N+](=O)[O-])c2)cc1,-0.2,i,-5.9,i,i,i,1.1,i,i,i,i

# The results go on.
SMILES,HIF act,TRPC4 inh,SKKanGAS inh,RGS4 pot,MrgX1 PAM,TRPC6 inhibitor,Platelet DG rel,RGS4 block,TRPC6 activator,MrgX1 ag,MrgX1 antag
COC(=O)[C@H](CC(C)C)NC(=O)NCCC1=CCCCC1,-0.1,i,17.1,i,i,i,18.6,i,i,i,i
COc1cccc(CNC(=O)CCN2C(=O)[C@@H]3Cc4ccccc4CN3C2=O)c1,-0.7,i,-2.5,i,i,i,-6.6,i,i,i,i
O=c1c2ccccc2nc(-c2ccc(Cl)cc2)n1C1CCS(=O)(=O)C1 (configuration not stated),-0.1,i,-0.8,i,i,i,-1.7,i,i,i,i
Cc1nc2ccc(NC(=O)COc3ccccc3[N+](=O)[O-])cc2s1,0.9,i,-1.2,i,i,i,4.2,i,i,i,i
CCOc1ccc(C(=O)NC(=S)Nc2cc(C)ccn2)cc1[N+](=O)[O-],-0.2,i,0.8,i,i,i,2.0,i,i,i,i
Cc1ccc(C)c(N(CC(=O)Nc2ccc(-c3nc4ccc(C)cc4s3)cc2)S(C)(=O)=O)c1,1.6,i,17.1,i,i,i,-2.3,i,i,i,i
CC(OC(=O)Cc1ccc(Br)cc1)C(=O)NC1CCCCC1C (configuration not stated),-0.5,i,-8.5,i,i,i,-14.9,i,i,i,i
O=C(NCc1ccco1)c1cccc(C(F)(F)F)c1,-0.1,i,-2.0,i,i,i,2.9,i,i,i,i
Cc1nn2c(N)c(-c3ccccc3)cnc2c1-c1ccc(Cl)cc1,4.9,i,22.9,i,i,i,-0.3,i,i,i,i
CCN1CCN(S(=O)(=O)c2ccc3[nH]c(=O)oc3c2)CC1,-0.1,i,-1.2,i,i,i,5.0,i,i,i,i
CN(C(=O)COC(=O)c1n[nH]c2ccccc12)C1CCS(=O)(=O)C1 (configuration not stated),-0.4,i,-4.2,i,i,i,8.1,i,i,i,i
Cc1cnccc1NC(=O)c1cccs1,-0.4,i,-19.8,i,i,i,1.6,i,i,i,i
CCCN(CC1CC1)C(=O)COC(=O)c1ccc(CNS(=O)(=O)c2ccc(F)c(Cl)c2)cc1,-0.3,i,1.3,i,i,i,-2.7,i,i,i,-4.86*
Cc1nnc(SCC(=O)Nc2nc3ccccc3s2)n(N)c1=O,0.2,i,1.2,i,i,i,-3.9,i,i,i,i
CCOc1ccc2oc(=O)cc(CN3CCN(Cc4ccccc4)CC3)c2c1,0.5,i,5.3,i,i,i,-9.6,i,i,i,i
CC1(C)Cc2c(cnn2-c2ccccc2)C(NC(=O)CCc2ccc(=O)[nH]n2)C1 (configuration not stated),-0.2,i,27.6,i,i,i,0.0,i,i,i,i
CCN(CC)S(=O)(=O)c1ccc2oc(SCc3ccc(F)cc3)nc2c1,-11.4,i,13.2,i,i,i,-5.4,i,i,i,i
O=[N+]([O-])c1ccc(C(=S)N2CCN(Cc3ccccc3)CC2)cc1,0.1,i,-1.2,i,i,i,-12.5,i,i,i,i
CC(=O)NC(C)C(=O)OCC(=O)c1ccc(Cl)s1 (configuration not stated),0.0,i,0.2,i,i,i,5.6,i,i,i,i
COc1cccc(CN(C)C(=O)CCN(c2ccccc2)S(=O)(=O)c2ccc(C)cc2)c1OC,-0.5,i,-4.8,i,i,i,3.3,i,i,i,i
N#CCCn1cc(C(=O)Nc2ccc([N+](=O)[O-])cc2)c(-c2cc3ccccc3o2)n1,-2.4,i,-0.9,i,i,i,-5.0,i,i,i,i

# Outcome played no part in choosing rows. Share with any hit: about 6.1%.
